Source: PubChem
TAAR1 antag – human TAAR1 antagonism. Q96RJ0. CHO RD-HGA16 TAAR1, Fluo-8 calcium fluorescence, antagonist. inhibition, % at 3 µM. 360,000 compounds, 1.5% hits. AID 624466;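 active means inhibition above a per-plate cutoff, the mean inhibition of test compounds on that plate plus 3 SD, cut at about 49% in these data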;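 further: 0% = DMSO plus EC80 beta-PEA response and 100% = DMSO alone without agonist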
Target sequence (Q96RJ0 whole entry, looked up): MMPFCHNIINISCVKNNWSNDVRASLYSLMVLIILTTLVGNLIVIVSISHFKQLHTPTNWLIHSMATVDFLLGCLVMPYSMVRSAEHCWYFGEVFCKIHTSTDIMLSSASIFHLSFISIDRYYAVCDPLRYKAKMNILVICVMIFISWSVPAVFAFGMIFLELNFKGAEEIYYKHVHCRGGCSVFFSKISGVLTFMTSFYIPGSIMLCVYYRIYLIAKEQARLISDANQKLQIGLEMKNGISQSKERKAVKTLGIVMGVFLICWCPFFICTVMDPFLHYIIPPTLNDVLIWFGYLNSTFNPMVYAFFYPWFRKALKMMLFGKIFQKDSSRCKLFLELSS
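Test system – hTAAR1-expressing CHO RD-HGA16 cells, Gα16-coupled · Also added – β-PEA at EC80 concentration, post-compound challenge · Compound – 3 µM, single point · Incubation – dye loading 75 min at 37 °C, then 30 min room temperature · Measured by – Fluo-8 intracellular calcium dye fluorescence, real-time kinetic reads · Benchmarks – vehicle and agonist controls · Replicates – singlicate, one well per test compound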
CHO-K1 Ca ag – M1 agonist counterscreen hit in parental CHO-K1 cells. Fluo-8 calcium fluorescence; scaled to maximal ATP response, vehicle zero. activation, % at 3 µM. 360,000 compounds, 0.48% hits. AID 602248; in the data active means activation above about 15%;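 further: untransfected CHO-K1 host cells lacking M1 receptor as counterscreen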
GPR7 antagonist – human neuropeptides B/W receptor 1 antagonism; inhibition, % at 4.4 µM; 290,000 compounds, 1.1% hits; AID 1861; P48145; GPR7-expressing cells, fluorescence antagonist assay; in the data active means inhibition above about 16%, passing the limit was not always enough;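 further: cells stimulated with the agonist NPW; 0% = agonist with vehicle and 100% = vehicle without agonist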
Target sequence (P48145 whole entry, looked up): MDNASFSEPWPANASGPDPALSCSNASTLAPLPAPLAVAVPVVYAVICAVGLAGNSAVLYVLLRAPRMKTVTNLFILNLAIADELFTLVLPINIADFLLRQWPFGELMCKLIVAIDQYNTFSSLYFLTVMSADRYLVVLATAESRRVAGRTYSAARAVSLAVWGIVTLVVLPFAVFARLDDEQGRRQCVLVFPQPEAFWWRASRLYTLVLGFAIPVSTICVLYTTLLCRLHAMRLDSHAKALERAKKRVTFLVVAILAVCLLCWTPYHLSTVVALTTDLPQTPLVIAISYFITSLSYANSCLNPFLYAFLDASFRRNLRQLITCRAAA
V1aR counter – activates human V1a receptor in oxytocin agonist counter-screen; activation, % at 3 µM; CHO-V1R cells, Fluo-8 calcium fluorescence, agonist mode; 0% DMSO, 100% 3 nM vasopressin; P37288; AID 2797; 320,000 compounds, 0.25% hits;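 active means activation above the mean activation of all tested compounds plus 3 SD, per screening run, cut at about 20% in these data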;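 further: signal is peak over basal fluorescence ratio across a 100 second FLIPR read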
OXTR agonist – activates the human oxytocin receptor. P30559. CHO-OTR cells, Fluo-8 calcium fluorescence; normalized: DMSO 0%, oxytocin 100%. activation, % at 3 µM. 320,000 compounds, 0.32% hits. AID 2435;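 active means activation above the mean of all tested compounds plus 3 SD, cutoff set per screening run, cut at about 20% in these data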;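 further: peak over basal fluorescence ratio from a 100 s FLIPR kinetic read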
Target sequence (P30559 whole entry, looked up): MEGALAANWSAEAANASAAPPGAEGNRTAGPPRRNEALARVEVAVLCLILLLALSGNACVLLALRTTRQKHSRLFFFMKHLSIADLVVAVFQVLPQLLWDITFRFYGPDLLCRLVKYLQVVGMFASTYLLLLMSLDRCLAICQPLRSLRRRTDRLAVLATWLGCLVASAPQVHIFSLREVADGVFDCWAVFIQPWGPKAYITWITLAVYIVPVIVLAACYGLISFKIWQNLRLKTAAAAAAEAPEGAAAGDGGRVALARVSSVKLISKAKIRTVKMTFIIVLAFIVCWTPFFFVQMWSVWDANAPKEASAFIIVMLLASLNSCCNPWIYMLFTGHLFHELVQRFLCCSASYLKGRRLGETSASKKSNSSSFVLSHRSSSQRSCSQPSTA
CHO-K1 Ca antag – counter-screen for M1 antagonists: effect in parental CHO-K1 cells. ATP-induced calcium, Fluo-8 fluorescence. 360,000 compounds, 0.6% hits. inhibition, % at 3 µM. AID 602250;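 active means inhibition above a per-plate cutoff, the plate's mean sample inhibition plus 3 SD, cut at about 24% in these data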;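 further: 0% = DMSO plus EC80 ATP and 100% = DMSO alone without ATP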
CHO parental Ca – signal in parental CHO cells, OX1R antagonist counter-screen. parental CHO-K1, ATP-induced calcium, Fluo-8 fluorescence. inhibition, % at 5.6 µM. 330,000 compounds, 0.63% hits. AID 463079;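 active means inhibition above that plate's mean sample inhibition plus 3 SD, cut at about 26% in these data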;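 further: 0% = ATP-challenged DMSO wells and 100% = DMSO wells without ATP; some compounds past the cut are filed as inactive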
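Material – parental CHO cells · Reagent – ATP stimulus · Compound – single nominal dose of 5.6 µM per compound · Detection – Fluo-8 fluorescence · Read-out basis – percent inhibition of calcium signal · Controls – ATP-challenged DMSO wells low, unchallenged DMSO wells high · Repeats – no replicates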
M1 PAM parental – M1 PAM counterscreen hit in parental CHO-K1 cells. 360,000 compounds, 0.02% hits. AID 602247. activation, % at 3 µM. ATP EC20, Fluo-8 calcium fluorescence; 0% at ATP EC20, 100% at ATP max;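 active means activation above the run cutoff, the mean activation of all test compounds plus 3 SD, cut at about 40% in these data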;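 further: peak over basal fluorescence ratio in a 140 s read after ATP addition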
OXTR potentiate – potentiates the human oxytocin receptor response; P30559; CHO-OTR cells, Fluo-8 calcium fluorescence, potentiator mode; 0% = oxytocin EC15, 100% = EC100; activation, % at 3 µM; 320,000 compounds, 0.061% hits; AID 2445;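 active means activation above that plate's cutoff, the mean activation of tested compounds plus 3 SD, cut at about 6.6% in these data, passing the limit was not always enough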;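 further: 100% uses oxytocin at 75 nM as the full agonist control; some results filed as inactive read as strong as hits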
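test system = CHO-OTR cells, human receptor | compound = single-point 3.0 µM | schedule = 6 min compound pre-incubation at room temperature, 100 s kinetic read | signal = Fluo-8 no-wash calcium dye fluorescence, excitation 470-495 nm, emission 515-575 nm | repeats = single well per compound, singlicate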
Numbers without * were called inactive; · = no result given.

SMILES	TAAR1 antag	CHO-K1 Ca ag	GPR7 antagonist	V1aR counter	OXTR agonist	CHO-K1 Ca antag	CHO parental Ca	M1 PAM parental	OXTR potentiate
COc1ccc(NC(=S)N2CCN(C(=O)c3ccccc3)CC2)cc1	18	0.3	-3	0.2	0.0	-17	-10	0	-12
Cc1ccc(S(=O)(=O)/N=C(/Nc2cccc3ccccc23)c2ccc(F)cc2)cc1	-15	-0.7	-13	-0.9	-2.5	-17	-29	-5	-6
Cc1cc(C)c2c(CC(=O)NC(C)C)coc2c1	-7	-0.3	-13	-0.4	-0.4	-5	1	1	0
Cc1ccc(CCNC(=O)CS(=O)Cc2nc(-c3ccccc3Cl)oc2C)cc1 (stereo not drawn)	-39	2.2	2	1.7	-0.7	-10	-27	2	0
O=C(COC(=O)Cc1ccccc1[N+](=O)[O-])NC1CCCC1	12	0.3	1	0.5	-0.2	-4	-5	-1	-8
N#Cc1ccc(CSc2nnc(NC(=O)c3ccc4ncsc4c3)s2)cc1	24	13	-21	3.4	2.8	9	-14	-6	-3
COc1ccc(NC(=O)CC(C)=O)c(OC)c1	13	0.5	-3	·	·	-4	·	-15	·
COc1ccc(-c2ccc(=O)n(CC(=O)NCc3ccco3)n2)cc1	3	0.1	-2	-0.3	-1.0	-4	3	17	-8
COc1ccc(CCNC(=O)c2nnn(CC(=O)Nc3cccc(F)c3)c2N)cc1OC	-47	-0.2	6	-0.8	-0.8	2	6	4	0
O=S(=O)(NCCOCC(F)(F)C(F)F)c1ccc2oc3ccccc3c2c1	2	2.2	8	4.7	3.7	6	20	14	-17
Nc1ccc(Nc2nc(-c3cc4ccccc4oc3=O)cs2)cc1	1	2.4	-6	0.3	-0.5	-20	0	17	0
Cc1nc(NCCNC(=O)c2ccco2)c2c(C)c(C)sc2n1	2	8.4	1	2.7	0.7	10	-19	16	-3
O=C(COc1cc(Cl)ccc1Cl)Nc1nnc(CC(=O)N2CCOCC2)s1	-2	1.8	-12	11	14	15	-7	-6	-17
COc1ccc2[nH]c(C(=O)N3CCCN(Cc4ccc(F)cc4)CC3)cc2c1	-27	0.3	-5	2.6	0.7	0	2	12	-5
NNC(=O)c1cccn(Cc2ccc(Cl)cc2Cl)c1=O	2	3.5	3	1.6	0.6	-4	-16	1	-3
COc1cccc([C@@H]2Oc3ccc(OC)cc3C(=O)[C@H]2OC(=O)NCc2ccc3c(c2)OCO3)c1	·	·	-4	1.6	0.5	·	2	·	-18
CC1CC(C)CN(C(=O)CCNC(=O)Cn2cnc3ccccc3c2=O)C1 (stereo not drawn)	-16	-0.7	-3	2.0	6.3	2	-6	4	-10
CN(C)C(=O)c1ccc(NC(=O)c2cccc(S(=O)(=O)N3CCN(Cc4ccccc4)CC3)c2)cc1	14	11	·	·	·	-12	·	-8	·
O=C(NCCc1ccccc1)c1ccc(-c2ccccc2Cl)o1	21	0.6	-10	0.4	-0.5	8	-13	-4	0
CCOC(=O)NN=C1CN(S(=O)(=O)c2ccc(C)cc2)C1	-5	-0.1	-7	0.5	-0.3	13	2	-5	1
COc1ccccc1CC(=O)N1CCC(CCC(=O)NC2CC2)CC1	-23	1.5	-12	-0.6	0.2	-16	18	11	-8
CC[N+](CC)(CC#Cc1ccccc1)CC(=O)c1ccc(Cl)cc1	1	0.6	-3	0.9	-0.7	-6	-13	4	-5
CCOC(=O)N1CCC(c2cc(=O)n(-c3ccccc3)[nH]2)CC1	18	3.8	-6	1.0	0.5	-16	-29	23	-13
COc1ccc(CCNC(=O)C2CC(=O)N(c3ccccc3)C2)cc1OC (stereo not drawn)	-1	-0.1	-12	-0.6	-0.7	-2	-10	8	-17
Cn1cnc(C(=O)N2CCN(C(=O)OC(C)(C)C)CC2)c1C(=O)N1CCN(C(=O)OC(C)(C)C)CC1	3	2.2	·	1.9	0.3	0	-14	6	-3
O=C(COC(=O)CSc1cc(Cl)ccc1Cl)NCc1ccc2c(c1)OCO2	0	7.1	-6	0.2	1.0	0	-7	25	-1
CCOC(=O)CSc1ncc(OC)c(Sc2ccc(OC)cc2)n1	8	1.8	-17	-0.4	-1.2	-10	-9	15	5
O=C(CNC(=O)c1ccco1)NCC(=O)OCc1ccc(F)cc1	0	1.1	-3	0.6	1.0	-8	4	-5	5
Cn1c(=S)sc2ccc3ccccc3c21	-3	0.1	·	·	·	-6	·	-4	·
COC(=O)c1ccc(CSc2nnc(CNC(=O)c3cccs3)o2)o1	-15	0.5	-2	0.5	-1.1	-11	-8	16	-9
Cc1nn(CC(=O)NCCc2ccc(Cl)cc2)c(C)c1[N+](=O)[O-]	21	0.7	18	2.2	1.3	-14	-13	5	-6
CCCCc1ccc(NS(=O)(=O)c2c(C)n(C)c(=O)n(C)c2=O)cc1	-13	2.7	-1	3.9	4.5	-12	-16	24	-1
NC(=O)CC(NC(=O)Cc1ccc(Br)cc1)c1ccc(NCC2CC2)c([N+](=O)[O-])c1 (stereo not drawn)	11	0.3	·	-0.4	-0.8	-12	-9	8	-4
CCC1CCc2sc(C(=O)NCC(c3ccccc3OC)N3CCCC3)cc2C1 (stereo not drawn)	-5	1.0	·	1.0	1.7	-14	-26	8	-4
CN(C)c1cc(=O)n2c(n1)SCCC2	-30	0.0	5	-0.3	0.1	-7	-8	15	-6
O=C(Nc1ccc(Br)cn1)c1ccc2ccccc2c1	-16	0.7	0	0.0	-1.2	-6	-21	15	1
O=C1N(Cc2cccnc2)C[C@@H]2C[C@@H](c3cccc(OCc4ccccc4)c3)N3CCC[C@@]123	-14	0.2	-2	-0.4	-0.8	0	-18	-5	-10
CN1C=CC(=O)[C@@H](OC(=O)Nc2ccc(Br)cc2)[C@H]1c1ccccc1Br	-17	1.4	·	·	·	-9	·	12	·
Cc1ccc(C(=O)N/C(=C/c2ccccc2)C(=O)NCc2ccncc2)cc1	-1	0.3	-10	1.7	0.0	-3	4	1	-6
Cc1cc(C(=O)N/N=C/c2ccc(-c3ccc(C)c(Cl)c3)o2)n[nH]1	-7	-0.2	-4	0.0	-1.1	10	-5	-15	-6
O=c1cc(CN2CCOCC2)c2cc(Cl)ccc2o1	-1	-0.1	-11	-0.4	0.0	2	4	8	-8
O=C(CSc1nnc(NC(=O)c2ccccc2Cl)s1)Nc1ccc2c(c1)oc1ccccc12	1	·	7	2.0	0.7	·	2	·	-7
CC(C)(CNC(=O)C1CCCC1)CNC(=O)C1CCCC1	0	0.1	-10	-0.8	-0.6	-8	1	6	-13
COc1ccc(NC(=S)N(CCCN2CCOCC2)Cc2ccco2)cc1	-8	0.7	-8	-0.1	0.4	-18	-14	22	-3
COC(=O)C1=C(C)N(CC2CCCO2)C(=O)/C1=C\c1ccc(O)cc1 (stereo not drawn)	-44	-0.4	-12	0.7	-0.7	-7	-1	16	-7
CC(=O)c1ccc(COC(=O)c2cc3ccccc3oc2=O)cc1	21	1.5	-1	-0.6	-0.7	-2	-12	-16	-6
O=C(c1ccco1)N1CCN(CC(=O)N(C2CCCCC2)C2CCS(=O)(=O)C2)CC1 (stereo not drawn)	11	0.4	1	0.5	1.0	-14	-9	9	-10
Cc1ccc2c(C)c(C(=O)N(C)C(C)c3ccncn3)oc2c1C (stereo not drawn)	-21	-0.1	0	1.4	-1.7	-2	-17	23	7
O=C(CN1C(=O)CCSc2ccccc21)NC1CCCCC1	1	0.8	-17	3.0	-0.3	-13	-8	10	-2
CC(=O)N=Cc1c(C)c(C#N)c(=O)n(C)c1O	-12	1.6	-15	1.9	0.9	-13	-1	18	-6
The listing continues.
SMILES	TAAR1 antag	CHO-K1 Ca ag	GPR7 antagonist	V1aR counter	OXTR agonist	CHO-K1 Ca antag	CHO parental Ca	M1 PAM parental	OXTR potentiate
O=C(c1coc2ccc(O)cc12)C1CC1	9	0.1	-2	1.2	0.9	3	-5	-2	-4
COc1cc2c(cc1OC)C(c1cc(OC)c(OC)c(OC)c1)NCC2 (stereo not drawn)	-4	0.6	-6	0.9	2.1	-15	-15	9	-18
CC(C)c1ccc(/C=N/NC(=O)c2ccccc2Cl)cc1	2	1.5	-4	-0.8	-2.4	-15	-14	25	-20
Cc1ccc(Cc2c(C(C)(C)C)nc3cc(C)c(Br)c(C)n23)cc1	-36	0.4	·	·	·	9	·	7	·
COc1ccc(S(=O)(=O)N2CCCCC2)cc1NC(=O)CCCOc1ccc(C)cc1	1	0.0	·	-0.2	-1.6	-4	-10	-4	-6
Cc1ccc(NC(=O)C2(S(=O)(=O)c3ccc(Cl)cc3)CC2)c(Br)c1	-4	0.3	-33	0.3	-1.6	-15	-14	3	0
O=C(NCCc1ccccc1)C1CCN(S(=O)(=O)c2ccccc2)CC1	2	1.0	-7	0.4	0.4	-14	-4	22	-2
COc1cc(OC)c(C=CC(=O)c2ccccc2O)c(OC)c1	13	-0.2	·	·	·	-15	·	14	·
O=C1C=C(c2cccc(Br)c2)C[C@@H](c2ccc(F)cc2)C1	27	-0.1	·	0.6	0.5	-7	-33	4	-7
Cc1ccc(NC(=O)CCSc2nnc(C)s2)cc1	-9	1.1	9	-0.8	0.0	0	-3	15	-2
CC(C)(C)NS(=O)(=O)c1ccc2nc(NC(=O)Cc3cccs3)sc2c1	1	2.4	7	4.0	7.0	-9	-22	13	-5
COc1ccc(C(=O)NCC(=O)OCC(=O)c2ccc3c(c2)NC(=O)CO3)cc1	-10	1.9	-3	-0.3	-0.8	-15	0	4	-21
Cc1ccc(C(=O)CCC(=O)OCC(=O)N(C)c2c(N)n(Cc3ccccc3)c(=O)[nH]c2=O)cc1	7	1.1	·	1.2	-0.7	-10	-11	12	-9
O=C(Nc1nc(-c2cccs2)c(C(=O)C(F)(F)F)s1)c1ccco1	-2	5.5	-9	2.9	0.2	-18	7	10	-9
Cc1ccc2sc(-c3ccc(NC(=O)/C=C\C(=O)O)cc3)nc2c1	9	1.6	7	·	·	-8	·	20	·
Cc1ccc2[nH]c(=O)c3cc(C(=O)N(C)Cc4ccco4)sc3c2c1	1	1.1	-8	-0.6	-2.1	3	-10	-3	-2
CCn1c(SCC(=O)c2cc(C)ccc2C)nc2cc(S(=O)(=O)N3CCOCC3)ccc21	15	2.3	1	0.6	-0.8	4	-20	-6	-2
O=c1oc2cc(OCc3ccc(F)cc3F)ccc2cc1-c1ccc2ccccc2n1	·	·	1	-0.1	0.0	·	-8	·	-5

Shown in markdown: two of the compounds above.
| SMILES | TAAR1 antag | CHO-K1 Ca ag | GPR7 antagonist | V1aR counter | OXTR agonist | CHO-K1 Ca antag | CHO parental Ca | M1 PAM parental | OXTR potentiate |
| --- | --- | --- | --- | --- | --- | --- | --- | --- | --- |
| COc1ccc(NC(=S)N(CCCN2CCOCC2)Cc2ccco2)cc1 | -8 | 0.7 | -8 | -0.1 | 0.4 | -18 | -14 | 22 | -3 |
| COC(=O)C1=C(C)N(CC2CCCO2)C(=O)/C1=C\c1ccc(O)cc1 (stereo not drawn) | -44 | -0.4 | -12 | 0.7 | -0.7 | -7 | -1 | 16 | -7 |
